Wnt bcat act: activates Wnt/beta-catenin signaling in a reporter cell assay. activator, plate reader. activation, % at 9.35 µM. 300,000 tested, 1.2% active. AID 743398; in the data active means activation above about 30%, passing the limit was not always enough; inconclusive means no clear call, values can overlap the other calls;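 further: 0% = neutral control wells and 100% = positive control wells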
CAL PDZ inh: human CAL PDZ-peptide interaction inhibition; Q9HD26; purified CAL PDZ, TMR-peptide fluorescence polarization, 1 h; inhibition, % at 20 µM; 330,000 tested, 0.02% active; AID 504414;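 active means highest replicate inhibition of at least 40%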;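 further: plate controls were DMSO neutral control wells for no effect and unlabeled competitor peptide control wells for full effect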
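Test system: purified CerCALP PDZ construct; Compound dosing: one concentration, 20 µM compound; Also added: TMR-labelled reporter peptide T*-PRC34 bound in PDZ groove; Read-out: inhibition from polarization loss; Controls: unlabelled peptide and DMSO controls; Signal: FP readout, S and P plane fluorescence; Incubation: 1 h at RT.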
AddAB inh: less growth of phage-infected E. coli with AddAB; 330,000 tested, 0.29% active; E. coli expressing H. pylori AddAB, absorbance growth; AID 435030; inhibition, % at 11.9 µM; in the data active means inhibition above about 12%;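 further: 0% = vehicle wells of infected cells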
Tat transport: blocks Tat-dependent protein export in E. coli; 340,000 tested, 0.036% active; E. coli MC4100 TorA-mCherry Tat export, fluorescence; inhibition, % at 10 µM;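 active means mean replicate inhibition at least 50% and at least half of replicates individually reaching 50%; inconclusive means only one of the two criteria met; inactive means neither criterion met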;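 further: exported cargo escapes ClpAP degradation while cytoplasmic cargo is degraded and loses fluorescence; 0% = median of neutral control wells and 100% = median of NaSCN control wells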
PvdQ inh: P. aeruginosa PvdQ acylase inhibition; purified PvdQ acylase, fluorescence plate reader; inhibition, % at 10 µM; AID 488965; 340,000 tested, 0.063% active; in the data active means inhibition above about 30%, passing the limit was not always enough; inconclusive means no clear call, values can overlap the other calls;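 further: 0% = vehicle neutral wells and 100% = reference inhibitor wells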
PfHsp90 yeast 2: inhibits growth of yeast expressing Plasmodium falciparum Hsp90 | inhibition, % at 9.4 µM | S. cerevisiae expressing PfHsp90, BacTiter-Glo ATP, 48 h; yeast lacking PDR1 and PDR3 efflux regulators | 310,000 tested, 0.32% active;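 active means every replicate shows inhibition above about 80%, whatever the replicate mean, limit read from the data; inconclusive means mean inhibition reaches the set limit but some replicate falls short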;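 further: 0% = DMSO neutral controls and 100% = 20 µM radicicol positive controls; yeast relying on Plasmodium falciparum Hsp90 in place of its own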
E coli growth: reduces bacterial viability in AddAB counter-screen | E. coli V3065 growth, OD600 absorbance, 18 h | inhibition, % at 11.9 µM | 330,000 tested, 0.27% active | AID 449728;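 active means inhibition above the campaign's mean inhibition across all tested compounds plus 3 SD, cut at about 9.9% in these data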;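 further: uninfected addAB+ strain grown without phage in ampicillin broth; 0% = DMSO wells and 100% = ciprofloxacin 0.95 µg/ml wells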
Rtt109 Vps75: C. albicans Rtt109 histone acetyltransferase inhibition | AID 540336 | 330,000 tested, 0.16% active | inhibition, % at 34.9 µM | purified Rtt109/Vps75, ThioGlo CoA-SH fluorescence, 4 h;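 active means inhibition of at least 50% in every replicate; inconclusive means best replicate reaches 50% inhibition but some replicates fall short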
Target sequence (Q5AAJ8 whole entry, looked up): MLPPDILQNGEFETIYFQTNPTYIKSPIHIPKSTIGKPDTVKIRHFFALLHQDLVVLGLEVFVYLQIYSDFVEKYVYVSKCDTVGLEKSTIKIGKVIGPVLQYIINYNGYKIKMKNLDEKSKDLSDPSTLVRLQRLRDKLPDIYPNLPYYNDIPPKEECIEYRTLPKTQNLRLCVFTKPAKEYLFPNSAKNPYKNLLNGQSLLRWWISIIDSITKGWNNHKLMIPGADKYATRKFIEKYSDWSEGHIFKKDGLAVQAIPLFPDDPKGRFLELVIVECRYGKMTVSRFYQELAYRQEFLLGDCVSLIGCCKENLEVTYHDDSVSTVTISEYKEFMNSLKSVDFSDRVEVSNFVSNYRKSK
phage Ecoli inh: E. coli growth loss with phage present. growth absorbance. inhibition, % at 11.9 µM. 360,000 tested, 0.26% active. AID 651602; in the data active means inhibition above about 11%
DAGLB inhibitor: diacylglycerol lipase beta (human) inhibition | HEK293T DAGLB membrane lysate, EnzChek fluorogenic substrate | Q8NCG7 | 340,000 tested, 0.059% active | inhibition, % at 5.17 µM; in the data active means inhibition above about 34%;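 further: 0% = enzyme with vehicle and 100% = wells lacking enzyme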
Target sequence (Q8NCG7 whole entry, looked up): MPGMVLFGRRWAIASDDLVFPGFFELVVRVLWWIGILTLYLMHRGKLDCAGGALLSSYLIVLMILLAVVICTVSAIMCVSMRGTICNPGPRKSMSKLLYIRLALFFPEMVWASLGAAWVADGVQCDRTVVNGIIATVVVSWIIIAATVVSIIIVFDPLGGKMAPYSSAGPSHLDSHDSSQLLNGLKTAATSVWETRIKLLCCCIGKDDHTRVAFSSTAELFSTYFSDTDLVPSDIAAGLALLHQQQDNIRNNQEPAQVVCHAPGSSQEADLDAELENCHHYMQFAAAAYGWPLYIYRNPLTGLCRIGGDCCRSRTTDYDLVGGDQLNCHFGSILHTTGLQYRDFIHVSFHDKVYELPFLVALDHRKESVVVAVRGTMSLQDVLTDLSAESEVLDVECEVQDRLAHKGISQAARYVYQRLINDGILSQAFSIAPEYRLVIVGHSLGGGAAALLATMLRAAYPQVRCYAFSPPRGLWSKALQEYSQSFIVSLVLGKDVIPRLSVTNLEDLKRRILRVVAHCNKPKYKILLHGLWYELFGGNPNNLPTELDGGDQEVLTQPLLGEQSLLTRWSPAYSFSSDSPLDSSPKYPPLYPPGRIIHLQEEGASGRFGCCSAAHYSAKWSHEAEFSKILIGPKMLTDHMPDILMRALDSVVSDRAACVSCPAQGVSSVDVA
Numbers without * were called inactive; ? = inconclusive; · = no result given; & = joins results of further samples.

1) Cc1nc2sc(C(c3cccs3)N3CCN(c4cccc(Cl)c4)CC3)c(O)n2n1 (stereo not drawn)
2) Cc1ccc(C(=O)Cn2nc(C)c([N+](=O)[O-])c2C)c(C)c1
3) N#Cc1ccccc1
4) FC(F)(F)c1cccc(N2Cc3ccccc3C2)c1
5) CN1CCCC(OC(=O)CCCCC(=O)OC2CCCN(C)C2)C1 (stereo not drawn)
6) Cc1ccnc(NC(=O)c2ccc(OCc3c(C)noc3C)cc2)c1
7) CC(CC(=O)Nc1ccc2c(c1)OCO2)c1ccccc1 (stereo not drawn)
8) COCCCNC(=O)Cn1nc(-c2ccc(C)cc2)ccc1=O
screen / no.,1,2,3,4,5,6,7,8
Wnt bcat act,1,0,0,-2,·,?,6,·
CAL PDZ inh,-0.4,-0.9,0.2,-2.0,·,-2.4,1.6,-1.7
AddAB inh,-2.1,3.1,1.2,-1.1,0.2,·,3.2,1.1
Tat transport,0,-13,-2,-12,?,5,-4,3
PvdQ inh,-11,2,-7,-19,9,-6,-2,2
PfHsp90 yeast 2,7,-3,-7,6,-2,·,-18,8
E coli growth,1.9,2.0,0.0,2.6,1.9,·,0.0,0.9
Rtt109 Vps75,6,7,19,0,1,-1,-7,·
phage Ecoli inh,1.4,2.9,-0.3,-0.2,0.5,5.4,3.3,0.8
DAGLB inhibitor,0,-6,0,-1,4,2,0,0

9) O=C1c2ccccc2[C@@H]2C[C@@H](O)[C@H](Nc3ccccc3)CCN12
10) Cc1cc(C)c2[nH]c(=O)c(C(c3nnnn3Cc3ccc4c(c3)OCO4)N3CCCC3)cc2c1 (stereo not drawn)
11) O=C1NCC(COc2ccc([N+](=O)[O-])cc2)O1 (stereo not drawn)
12) Cc1ccc(S(=O)(=O)N/N=C(\c2ccccc2)C2CC2)cc1
13) COCCOC1CCN(C(=O)c2ccc(OC)c(OC3CCN(C(C)C)CC3)c2)CC1
14) CCCOC(=O)CC1C(=O)NCCN1Cc1cc(OC)cc(OC)c1 (stereo not drawn)
15) O=C(Cn1nnc(-c2ccccc2)n1)OCc1csc(-c2ccccc2)n1
16) CC(=O)N(C)c1ccc(N=C2C(=O)Nc3ccccc32)cc1
screen / no.,9,10,11,12,13,14,15,16
Wnt bcat act,-1,·,1,3,1,-1,·,·
CAL PDZ inh,0.2,-0.5,-0.7,-2.2,-1.9,-0.4,-2.9,0.9
AddAB inh,1.2,3.6,0.9,0.1,2.2,1.0,2.2,·
Tat transport,-7,-2,-5,5,-5,-1,-2,13
PvdQ inh,6,9,-4,-17,-8,-10,-14,9
PfHsp90 yeast 2,6,21,3,6,14,2,11,-7
E coli growth,-2.5,2.5,0.2,-1.8,-2.3,1.1,-1.2,·
Rtt109 Vps75,0,3,-8,0,-24,-13,0,9
phage Ecoli inh,1.5,1.7,-1.2,1.6,-0.3,2.7,-0.8,·
DAGLB inhibitor,-2,0,0,0,1,2,-11,-1

17) Cc1c(NC(=O)c2noc(C(C)C)c2[N+](=O)[O-])c(=O)n(-c2ccccc2)n1C
18) CCCOc1ccc(C(=O)NNC(=S)NC(=O)c2cc(-c3ccc(Cl)cc3)nc3ccccc23)cc1
19) CCOc1ccc(OCC)c(NC(=O)C2C3C=CC(O3)C2C(=O)NCc2ccco2)c1 (stereo not drawn)
20) CCOc1ccc(CC(=O)N/N=C/c2cccnc2)cc1
21) C/C(CC(=O)Nc1ccc(C)c(Cl)c1)=N\NC(=O)Cc1cccs1
22) O=C1CCCC2=C1C(c1cccc(O)c1)C1=C(N2)c2ccccc2C1=O (stereo not drawn)
23) O=C(CC1(O)C(=O)Nc2ccccc21)c1ccccc1O (stereo not drawn)
24) Cc1ccc(C)c(NC(=O)C(Sc2nc3ccc(C)cc3[nH]2)c2ccccc2)c1 (stereo not drawn)
screen / no.,17,18,19,20,21,22,23,24
Wnt bcat act,1,·,·,-1,2,0,-1,-6
CAL PDZ inh,-1.1,1.2,-0.2,-5.7,0.4,-0.2,-0.6,-1.9
AddAB inh,1.7,-0.9,1.8,6.9,-0.2,0.7,-3.4,3.0
Tat transport,3,12,1,5,-3,-4,3,-5
PvdQ inh,-11,-14,-3,-7,1,0,-9,-13
PfHsp90 yeast 2,-8,-118,-4,-5,1,-13,-19,-29
E coli growth,-1.5,0.3,-0.2,2.2,-0.8,-1.3,-1.0,3.8
Rtt109 Vps75,4,9,-5,-5,11,-5,2,-16
phage Ecoli inh,1.3,2.2,2.9,0.4,1.1,0.1,2.3,3.9
DAGLB inhibitor,-1,39*,1,-2,-3,18,1,-2

25) CC(C)CCn1cnc2c1c(=O)n(CC(=O)NC(N)=O)c(=O)n2Cc1ccccc1
26) CC(C)C[C@H](NC(=O)c1[nH]cnc1C(=O)N[C@@H](Cc1ccccc1)C(=O)OC(C)(C)C)C(=O)OC(C)(C)C
27) CC1(C)CC(=O)C=C(Nc2cccc(F)c2)C1
28) O=C(NCc1ccc(Cl)cc1)c1cccnc1
29) O=C(COc1ccccc1F)N1CCN(S(=O)(=O)/C=C/c2ccccc2)CC1
30) Cc1cc(C)cc(OCC(=O)Nc2nc(-c3ccccn3)cs2)c1
31) O=C(CCC(=O)N(c1cccc(F)c1)C(C(=O)NC1CCCC1)c1ccncc1)Nc1cccnc1 (stereo not drawn)
32) Cc1ccc(NCC(=O)Nc2cccc(S(=O)(=O)N(C)C)c2)cc1S(=O)(=O)N1CCCCCC1
screen / no.,25,26,27,28,29,30,31,32
Wnt bcat act,1,-17,-4,·,·,-3,-1,0
CAL PDZ inh,-2.2,-0.8,-2.4,-0.2,-1.3,-0.7,-0.6,-1.8
AddAB inh,2.7,3.1,-0.1,0.9,1.1,·,2.9,-1.5
Tat transport,-5,-1,-1,2,0,11,3,3
PvdQ inh,-15,-14,-2,-8,-8,-17,-17,-8
PfHsp90 yeast 2,-4,-20,6,2,-32,-18,·,·
E coli growth,0.2,4.8,-0.4,0.1,-1.1,·,2.4,0.7
Rtt109 Vps75,2,3,3,-6,-6,-10,-5,-2
phage Ecoli inh,-1.9,2.6,0.7,0.3,3.0,-3.0,3.4,-0.8
DAGLB inhibitor,0,-14,-4,-3,1,-5,1,-6

3 compounds from above, arranged by molar mass, largest number first:
32) Cc1ccc(NCC(=O)Nc2cccc(S(=O)(=O)N(C)C)c2)cc1S(=O)(=O)N1CCCCCC1
25) CC(C)CCn1cnc2c1c(=O)n(CC(=O)NC(N)=O)c(=O)n2Cc1ccccc1
27) CC1(C)CC(=O)C=C(Nc2cccc(F)c2)C1
screen / no.,32,25,27
Wnt bcat act,0,1,-4
CAL PDZ inh,-1.8,-2.2,-2.4
AddAB inh,-1.5,2.7,-0.1
Tat transport,3,-5,-1
PvdQ inh,-8,-15,-2
PfHsp90 yeast 2,·,-4,6
E coli growth,0.7,0.2,-0.4
Rtt109 Vps75,-2,2,3
phage Ecoli inh,-0.8,-1.9,0.7
DAGLB inhibitor,-6,0,-4

Quoted from the listing:
Entry for #30 under Rtt109 Vps75: -10
Entry for #31 under Tat transport: 3

Continued:
33) CCOC(=O)N1CCN(c2c(N3CCC(N4CCCCC4)CC3)c(=O)c2=O)CC1
34) O=C(O)c1cc([N+](=O)[O-])ccc1N1CCC(Cc2ccccc2)CC1
35) COc1ccc(C)cc1NC(=O)COC(=O)c1ccc2c(c1)OCO2
36) Cc1onc(-c2ccccc2)c1C(=O)N1CCN(Cc2ccc3c(c2)OCO3)CC1
37) CCc1nnc(NC(=O)CCC(=O)N2CCN(Cc3cc(F)ccc3OC)CC2)s1
38) Cc1ccccc1-n1nc2c(c1NC(=O)COc1ccc(Cl)cc1)CS(=O)C2 (stereo not drawn)
39) CCSc1nc2ccccc2[nH]1
40) CC1CN(C(=O)COC(=O)c2ccc(Cl)c(S(=O)(=O)N3CCCCC3)c2)CC(C)O1 (stereo not drawn)
screen / no.,33,34,35,36,37,38,39,40
Wnt bcat act,0,-3,-1,3,-1,1,·,-8
CAL PDZ inh,0.0,-0.6,-1.5,-0.7,-0.2,-0.8,-1.9,-1.2
AddAB inh,-0.1,-0.8,1.1,0.4,-0.2,1.9,1.3&2.5,2.7
Tat transport,2,8,-8,-7,2,-1,10&1,-14
PvdQ inh,-9,2,2,-13,-3,-19,8&9,-12
PfHsp90 yeast 2,8,-35,4,-13,2,22,8,-5
E coli growth,-2.0,-2.0,-1.1,0.9,0.0,-0.2,2.5&-3.0,-0.6
Rtt109 Vps75,-5,4,2,-13,5,0,5&5,-1
phage Ecoli inh,0.4,6.1,1.1,3.8,2.0,1.3,3.8&0.6,0.7
DAGLB inhibitor,2,9,-16,-2,3,-2,1&0,-2

41) COc1ccc(-c2cc(NCc3ccccn3)n3ncnc3n2)cc1
42) COC(=O)C1Cc2c([nH]c3ccccc23)CN1C(C)=O (stereo not drawn)
43) COC(OC)C1(CCc2ccccc2)NC(=O)NC1=O (stereo not drawn)
44) CCc1nc(SCc2ccc(Cl)cc2)n[nH]1
45) COc1ccccc1NC(=O)NC(=O)c1ccccc1
46) CC(C)N1C(=O)NC2(c3ccccc3)N(C)C(=O)N(C)C12c1ccccc1 (stereo not drawn)
47) O=C(NCc1ccc(-c2nc3ccccc3s2)cc1)c1cc2ccccc2o1
48) CCC(=O)N(C)CCc1cc2c(c(OC)c1/C=N/NC(=O)[C@H]1C[C@@H]1c1ccccc1)OCO2
screen / no.,41,42,43,44,45,46,47,48
Wnt bcat act,-2,1,-1,13,47*,·,·,-1
CAL PDZ inh,-4.9,-0.8,0.7,-2.8,0.0,-0.5,-0.2,-0.1
AddAB inh,0.3,-0.8,·,0.7,3.1,2.5,2.1,1.1
Tat transport,0,2,10,-1,-6,?,-6,-2
PvdQ inh,-3,8,-12,-10,-10,2,-1,-8
PfHsp90 yeast 2,-3,-1,·,18,-3,19,-12,-18
E coli growth,-4.4,0.8,·,-0.3,-1.7,0.2,-1.0,0.9
Rtt109 Vps75,0,3,-11,-2,1,-14,-4,24
phage Ecoli inh,0.2,2.3,1.0,1.9,-0.1,2.5,0.1,0.1
DAGLB inhibitor,3,3,1,2,-2,-2,0,2

49) COc1ccc(C(=O)N/N=C(\C)CC(=O)Nc2ccc3ccccc3c2)c(OC)c1
50) CCOC(=O)c1sc2nc(CN3CCCCC3)nc(Cl)c2c1C
51) O=C(O)c1cccc(Cn2c(Cl)c(/C=N/NC(=O)c3ccc(O)cc3)sc2=O)c1
52) COc1ccc(C(=O)NCc2ccc(-n3cccc3)cc2)cc1OC
53) COc1cccc(CC2(CO)CCN(Cc3cn(C)nc3C)CC2)c1
54) N#Cc1c2n(cnc1=O)CCCCC2
55) O=S(=O)(NCC(c1cccnc1)N1CCN(c2ccc(F)cc2)CC1)c1cccs1 (stereo not drawn)
56) N#Cc1cc([N+](=O)[O-])cnc1NCC(O)CO (stereo not drawn)
screen / no.,49,50,51,52,53,54,55,56
Wnt bcat act,1,·,-1,·,-1,-1,1,·
CAL PDZ inh,-1.1,-2.2,-3.2,-2.1,-1.2,-0.9,0.7,-0.2
AddAB inh,-0.7,-3.7,-1.9,2.8,1.4,1.4,-2.1,1.7
Tat transport,2,-1,1,2,31,-5,-2,-6
PvdQ inh,-12,10,1,-7,-2,3,3,-6
PfHsp90 yeast 2,-15,7,-8,-9,-10,-7,1,72
E coli growth,-1.3,-3.0,-2.6,-2.7,2.2,-1.3,0.7,-0.8
Rtt109 Vps75,0,-12,4,·,0,-20,5,-7
phage Ecoli inh,0.9,·,-0.9,4.2,2.0,1.7,1.7,4.0
DAGLB inhibitor,-3,-3,0,-1,4,-5,2,1
